CHRM4 antagonist – blocks acetylcholine activation of human M4 receptor | P08173 | hit rate 0.73% among 360,000 | CHO-hM4 cells, ACh EC80, Fluo-8 calcium fluorescence | AID 624125 | inhibition, % at 3 µM;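 active means inhibition above its plate's cutoff, the mean inhibition of sample wells plus 3 SD, cut at about 27% in these data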;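 further: 0% = acetylcholine EC80 with DMSO and 100% = DMSO without agonist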
OXTR potentiate – potentiators of human oxytocin receptor. P30559. hit rate 0.061% among 320,000. activation, % at 3 µM. CHO-OTR cells, Fluo-8 calcium fluorescence, potentiator mode; 0% = oxytocin EC15, 100% = EC100;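 active means activation above that plate's cutoff, the mean activation of tested compounds plus 3 SD, cut at about 6.6% in these data, passing the limit was not always enough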;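 further: 100% uses oxytocin at 75 nM as the full agonist control; some results filed as inactive read as strong as hits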
Target sequence (P30559 whole entry, looked up): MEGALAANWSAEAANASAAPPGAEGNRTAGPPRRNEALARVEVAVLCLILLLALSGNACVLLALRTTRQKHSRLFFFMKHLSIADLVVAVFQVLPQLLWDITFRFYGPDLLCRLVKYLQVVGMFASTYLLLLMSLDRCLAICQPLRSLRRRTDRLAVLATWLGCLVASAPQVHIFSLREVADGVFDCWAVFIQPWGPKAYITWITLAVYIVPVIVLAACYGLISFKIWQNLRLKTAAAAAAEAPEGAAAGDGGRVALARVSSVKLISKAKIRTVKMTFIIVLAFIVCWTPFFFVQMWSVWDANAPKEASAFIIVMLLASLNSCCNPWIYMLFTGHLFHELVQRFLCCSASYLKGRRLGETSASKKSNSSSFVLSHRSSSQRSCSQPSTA
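System: human OTR in CHO cells / Also added: sub-maximal oxytocin, roughly EC15 / Control set: EC15 oxytocin low, 75 nM oxytocin high / Schedule: 6 min compound pre-incubation at room temperature, 100 s kinetic read / Compound: single-point 3.0 µM / Replication: singlicate / Technique: Fluo-8 calcium dye fluorescence / Read-out basis: % activation of max/min ratio relative to oxytocin controls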
CHO-K1 Ca antag – M1 antagonist counterscreen hit in parental CHO-K1 cells. ATP-induced calcium, Fluo-8 fluorescence. inhibition, % at 3 µM. hit rate 0.6% among 360,000;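 active means inhibition above a per-plate cutoff, the plate's mean sample inhibition plus 3 SD, cut at about 24% in these data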;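 further: 0% = DMSO plus EC80 ATP and 100% = DMSO alone without ATP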
M1 ag – agonists of human M1 muscarinic receptor. activation, % at 3 µM. AID 588814. CHO-K1 hM1, Fluo-8 calcium fluorescence, agonist mode; 0% DMSO, 100% acetylcholine EC100. hit rate 0.33% among 360,000;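 active means activation above the run's mean compound activation plus 3 SD, cut at about 16% in these data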;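 further: peak over basal fluorescence ratio within a 140 s kinetic read after compound addition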
Target sequence (P11229 whole entry, looked up): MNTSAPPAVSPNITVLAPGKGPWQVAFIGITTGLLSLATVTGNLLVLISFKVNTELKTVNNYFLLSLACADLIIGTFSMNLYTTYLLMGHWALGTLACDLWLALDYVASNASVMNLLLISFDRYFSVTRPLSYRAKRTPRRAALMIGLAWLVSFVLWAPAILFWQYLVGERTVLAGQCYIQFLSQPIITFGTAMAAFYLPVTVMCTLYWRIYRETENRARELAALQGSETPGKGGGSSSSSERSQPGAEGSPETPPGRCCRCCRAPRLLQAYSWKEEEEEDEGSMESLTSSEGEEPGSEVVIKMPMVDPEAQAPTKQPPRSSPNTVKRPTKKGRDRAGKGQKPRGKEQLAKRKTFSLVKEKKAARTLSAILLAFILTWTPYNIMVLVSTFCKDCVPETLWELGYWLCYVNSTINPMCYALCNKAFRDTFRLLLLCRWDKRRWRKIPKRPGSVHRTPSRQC
CHRM1 PAM – human CHRM1 positive allosteric modulation; P11229; CHO-K1 hM1, Fluo-8 calcium fluorescence, ACh EC20; 0% = ACh EC20, 100% = maximal ACh; activation, % at 3 µM; hit rate 0.088% among 360,000; in the data active means activation above about 19%, passing the limit was not always enough
CHRM1 antagonist – blocks human M1 muscarinic receptor; CHO-K1 hM1, Fluo-8 calcium fluorescence, ACh EC80 antagonist; inhibition, % at 3 µM; hit rate 1.3% among 360,000; AID 588852;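 active means percent inhibition above its own plate's cutoff, namely the mean of that plate's compound wells plus 3 SD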;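 further: peak over basal fluorescence ratio during 140 s after agonist addition; 0% = ACh EC80 plus DMSO and 100% = DMSO alone without agonist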
M1 ag parental – nonselective activator or artifact in parental CHO-K1 cells; activation, % at 3 µM; AID 602248; Fluo-8 calcium fluorescence; scaled to maximal ATP response, vehicle zero; hit rate 0.48% among 360,000; in the data active means activation above about 15%;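 further: untransfected CHO-K1 host cells lacking M1 receptor as counterscreen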
CHO parental Ca – signal in parental CHO cells, OX1R antagonist counter-screen; parental CHO-K1, ATP-induced calcium, Fluo-8 fluorescence; inhibition, % at 5.6 µM; hit rate 0.63% among 330,000; AID 463079;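 active means inhibition above that plate's mean sample inhibition plus 3 SD, cut at about 26% in these data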;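 further: 0% = ATP-challenged DMSO wells and 100% = DMSO wells without ATP; some compounds past the cut are filed as inactive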
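Material: Parental CHO cells | Reagent: ATP | Compound dosing: Single nominal dose of 5.6 µM per compound | Detection: Intracellular calcium via Fluo-8 no-wash fluorescent dye | Read-out: % inhibition of ATP-induced calcium mobilization | Benchmarks: Low control ATP plus DMSO, high control DMSO only | Replicates: Singlicate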
M4 ag – CHRM4 agonism in calcium assay; P08173; CHO-K1 hM4/Gqi5, Fluo-8 calcium fluorescence; vehicle 0%, full acetylcholine response 100%; activation, % at 3 µM; hit rate 0.14% among 360,000; AID 624127;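 active means activation above the run mean over all test wells plus 3 SD, cut at about 32% in these data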;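 further: peak over basal fluorescence ratio per well then scaled between controls; 0% = DMSO wells and 100% = acetylcholine at EC100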
Numbers without * were called inactive; x = not tested or not shown.

SMILES | CHRM4 antagonist | OXTR potentiate | CHO-K1 Ca antag | M1 ag | CHRM1 PAM | CHRM1 antagonist | M1 ag parental | CHO parental Ca | M4 ag
Cc1cccc(-n2ncc3c2CCCC3NC(=O)C2=CC(=O)CC(C)(C)O2)c1C (stereo not given) | 9 | -6 | -1 | 0 | 7 | -6 | 4.8 | -14 | 5
Cc1ncc(S(=O)(=O)c2ccccc2)c(-c2ccccc2)n1 | 0 | -6 | 6 | -3 | 9 | -16 | -0.1 | -12 | 1
COCCNC(=O)CN(Cc1ccc(Cl)cc1)S(C)(=O)=O | -14 | -1 | -14 | -6 | 1 | 3 | 1.7 | -12 | 2
COc1cc(/C(C#N)=C/c2cccc3ccccc23)c([N+](=O)[O-])cc1OC | -4 | 5 | -10 | -2 | 7 | -4 | 0.0 | -15 | 1
O=C1N/C(=N\N=C\c2cccs2)SC1Cc1ccc(Cl)cc1 (stereo not given) | 0 | -6 | 4 | -5 | -2 | 2 | -0.5 | -3 | -1
CC(C)(C)OC(=O)n1cc(/C=N/NC(=O)c2ccco2)c2ccccc21 | 7 | 1 | 1 | 0 | 7 | -8 | 0.6 | 2 | 1
COc1cccc(C(=O)OCCN2C(=O)c3ccccc3C2=O)c1OC | -2 | -23 | -6 | -1 | 0 | 1 | 1.3 | 2 | 4
CCOC(=O)N1CCN(S(=O)(=O)c2ccc(C(=O)N(CCCN(C)C)c3nc4ccc(CC)cc4s3)cc2)CC1 | -3 | -9 | 1 | -5 | -7 | 6 | 5.2 | -21 | 6
CCCC(=O)Nc1ccc2c(c1)Cc1ccccc1-2 | 2 | -4 | 5 | -6 | -9 | 12 | 0.1 | 2 | 1
Cn1c(Cn2cnc([N+](=O)[O-])n2)nnc1SCC(=O)Nc1ccccc1 | 5 | -8 | 3 | -7 | 4 | 3 | -0.1 | -1 | 1
COc1ccc(OC)c(CNC(=O)C2CCN(S(C)(=O)=O)CC2)c1 | -8 | -8 | -12 | -2 | 9 | -8 | 0.2 | 0 | 2
Cc1ccc(S(=O)(=O)N(C)C)cc1NC(=O)c1cc(-c2ccco2)nc2ccccc12 | 4 | -13 | 4 | 0 | -3 | 20 | 7.4 | -25 | 17

The last 2 records of the part above lead into the next:
SMILES | CHRM4 antagonist | OXTR potentiate | CHO-K1 Ca antag | M1 ag | CHRM1 PAM | CHRM1 antagonist | M1 ag parental | CHO parental Ca | M4 ag
COc1ccc(OC)c(CNC(=O)C2CCN(S(C)(=O)=O)CC2)c1 | -8 | -8 | -12 | -2 | 9 | -8 | 0.2 | 0 | 2
Cc1ccc(S(=O)(=O)N(C)C)cc1NC(=O)c1cc(-c2ccco2)nc2ccccc12 | 4 | -13 | 4 | 0 | -3 | 20 | 7.4 | -25 | 17
CCC(=O)Nc1cc(C(=O)O)ccc1Sc1ccc(Cl)cc1 | 0 | 0 | 4 | 2 | -2 | 10 | 0.1 | -16 | 0
Cc1ccccc1NC(=O)CSc1nc2c(c(=O)n(C)c(=O)n2C)n1C | 6 | 1 | -29 | 0 | 14 | -18 | 1.9 | 12 | 2
COC(=O)c1ccc(NC(=O)c2cccc(C)c2[N+](=O)[O-])cc1 | 0 | -15 | -11 | -6 | 13 | -5 | 3.4 | -7 | 5
COc1cccc(CNC(=O)C2CCC(CNS(=O)(=O)c3cccc4cccnc34)CC2)c1 (stereo not given) | 8 | -9 | -3 | -4 | 3 | -3 | 2.7 | -16 | 7
Cc1ccc(C(C)C)c(Oc2cnccn2)c1 | -2 | -8 | -17 | -3 | 20 | -12 | 0.8 | -6 | 0
CSc1nc(O)c(Nc2ccccc2)c(=O)[nH]1 | -5 | x | -3 | -2 | -4 | 2 | -0.2 | x | -2
CC(=O)N(c1ccccc1C)S(=O)(=O)c1ccc(Cl)cc1 | -16 | -4 | -16 | -2 | 0 | -1 | 1.5 | -4 | 1
COc1ccc(S(=O)(=O)Nc2cccc3c2O[C@H](CN(C)C)[C@@H](C)CN([C@H](C)CO)C3=O)cc1 | -8 | 0 | -17 | -3 | -10 | 23 | 1.4 | -7 | 2
COC(=O)c1c(-c2ccc(C)cc2)csc1NC(=O)Cc1ccc(OC)c(OC)c1 | 15 | x | 4 | -3 | -12 | 16 | 3.0 | x | 5
Cc1ccc(S(=O)(=O)c2c(C)cc(C)nc2N2CCCC2)cc1 | 0 | 1 | -4 | -7 | 0 | -1 | -0.4 | -21 | -2
CC(C)n1c(CN2CCN(C)CC2)nc2c1c(=O)n(C)c(=O)n2C | -2 | -8 | -9 | -2 | 2 | 3 | 0.3 | -8 | 0
CCOC(=O)C(=CNc1cscc1S(=O)(=O)C(C)C)C(=O)OCC | 1 | -2 | 4 | -3 | 9 | -11 | -0.3 | -27 | -1
O=C(c1ccc2c(c1)OCO2)c1ccc[nH]1 | -1 | x | -20 | -3 | 10 | -19 | 0.4 | x | 0
O=C(Cc1nn[nH]n1)NCc1ccccc1Cl | -10 | 2 | -3 | -5 | -4 | -2 | 0.0 | -12 | 0
COc1ccc(/C=N/NC(=O)CN2CCSCC2)cc1C | 5 | -8 | 0 | -6 | 4 | 2 | 0.5 | -6 | 1
CC(C)c1ccccc1NC(=O)COC(=O)c1c2c(nc3ccccc13)CCN(Cc1ccccc1)C2 | 17 | -13 | 21 | -5 | -22 | 37* | 7.0 | -25 | 9
CN1CCN(c2ccc(CNS(=O)(=O)c3ccsc3)cc2)CC1 | -2 | 4 | -10 | -5 | 8 | -8 | 0.4 | -3 | 1
COc1cccc(NC(=O)c2cc(C(=O)Nc3cccc(OC)c3)n(C)n2)c1 | 2 | -6 | 3 | -1 | 4 | -3 | 4.1 | -3 | 11
COc1cc2c(C#N)c(N3CCN(c4ccccc4OC)CC3)nc(N)c2c(N)n1 | 12 | -12 | 2 | 2 | 1 | 8 | 4.1 | -22 | 17
O=C(CCSCCc1ccccn1)Nc1c(F)cc(F)cc1Br | -17 | -4 | -1 | -3 | -3 | -1 | 0.5 | -8 | 1
Cn1nc(C(=O)NCc2ccccn2)c2ccccc2c1=O | -1 | 1 | -6 | -3 | 4 | -4 | 0.0 | -3 | 0
Cc1cc2cc(CN3C(=O)c4ccccc4C3=O)ccc2n1C | 18 | -9 | 1 | -8 | 0 | 0 | 1.2 | -14 | 3
CN(C(=O)CN1C(=O)/C(=C/c2ccccc2Cl)SC1=S)C1CCS(=O)(=O)C1 (stereo not given) | -1 | -4 | -10 | 1 | 2 | 4 | 0.4 | -12 | 1
Cn1ccnc1SCC(=O)Nc1cc(F)ccc1F | -12 | 1 | 3 | -2 | 7 | -6 | 0.6 | 0 | 1
C=CCNc1nc(Nc2ccc([N+](=O)[O-])cc2)nc(OCC)n1 | -6 | -2 | 0 | -6 | -3 | 2 | 0.0 | -4 | 1
O=c1cc2c(c(-c3ccccc3)n1Cc1ccccc1)[C@H](CCO)NC2 | -7 | x | -7 | -4 | 3 | 2 | 2.3 | x | 1
O=C1OCCN1C(=O)[C@H]1[C@H](c2ccc([N+](=O)[O-])cc2)C(c2ccc(F)cc2)=NN1c1ccccc1 | -22 | x | -6 | -2 | 10 | -14 | 0.4 | -14 | 4
CC1(C)CC(=O)c2cnc3c(C#N)cnn3c2C1 | -5 | -1 | 15 | -4 | 0 | -3 | -0.1 | -15 | 1
CCc1cc2c(-c3ccccc3)cc(=O)oc2cc1OC(C)C(=O)NCC1CCC(C(=O)O)CC1 (stereo not given) | -14 | 9.8* | 6 | -2 | 7 | -6 | -0.6 | -6 | -1
Cc1ccc(NC(=O)CSc2nc3ccccc3c(=O)n2CCCC(=O)NCCCN2CCOCC2)cc1C | 9 | 1 | 1 | -7 | 0 | 1 | 0.4 | -7 | 2
O=C(CCl)Nc1cc2[nH]c(=O)[nH]c2cc1Br | -6 | -3 | -14 | -4 | 1 | 13 | 0.9 | 13 | 0
O=C(O)c1cc([N+](=O)[O-])c(Sc2nc3ccccc3[nH]2)c([N+](=O)[O-])c1 | 10 | -7 | -9 | -3 | 8 | -19 | 1.9 | 0 | 1
CC[C@@]1(c2ccccc2OC)C(=O)N(C(=O)OC)N1C(=O)OC | 6 | -6 | -11 | -3 | -5 | 13 | 0.6 | -9 | 2
CSCCNC(=O)c1ccc(OC2CCN(CCc3ccccc3)CC2)cc1 | 10 | -1 | -2 | -6 | -4 | -1 | 0.9 | -17 | 1
CCCCCCCCCCn1c2c(c(=N)c3c1CCC3)CCC2 | 28* | -21 | 18 | -1 | -12 | 35* | 4.3 | 39 | 8
CCC(CCC(=O)Nc1ccn(-c2ccccc2)n1)C(=O)O (stereo not given) | -6 | -5 | 2 | -4 | 1 | 12 | 0.1 | 5 | 0
O=C(O)CC1CCS(=O)(=O)C1 (stereo not given) | -13 | -7 | 5 | -1 | 3 | 5 | -0.3 | -5 | 2
COc1ccc(OC)c(Nc2nc3ccccc3n3cnnc23)c1 | -5 | -15 | -12 | -4 | 1 | -19 | 1.5 | -12 | 6
CN1CCc2c(sc(NC(=O)c3ccc(S(=O)(=O)N4CCCCCC4)cc3)c2C(N)=O)C1 | 21 | -16 | 2 | -1 | 6 | 1 | 0.7 | 20 | 1
CCOC(=O)c1c(O)cc(C)cc1Nc1ccccc1 | 8 | -17 | -4 | -3 | -5 | 9 | -1.2 | -10 | -1
COC(=O)CSc1nc(NC(C)(C)C)nc(N(C)C)n1 | 2 | -1 | -3 | -3 | 3 | 2 | 0.2 | -7 | 0
Cc1c(O)ccc2c(=O)c(Oc3ccccc3)coc12 | 10 | x | 13 | -1 | -15 | 21 | 4.4 | x | 13
CC1=C(C(=O)OC2CCCC2)C(c2ccc(C)o2)C2=C(CC(c3cccs3)CC2=O)N1 (stereo not given) | -16 | -5 | 1 | -5 | -3 | 4 | 1.4 | 0 | -2
O=C(CCN1C(=O)c2cccc3cccc(c23)C1=O)N1CCN(Cc2ccc3c(c2)OCO3)CC1 | -1 | -13 | 3 | -9 | -5 | 4 | 2.5 | -18 | 5
Cc1ccc(C(=O)c2c3ccc(C(F)(F)F)cc3[n+]([O-])n2CCC(N)=O)cc1 | -12 | -3 | -12 | -2 | 0 | 7 | 0.3 | -11 | 1
O=c1cc(-c2ccccc2)nc(SCc2ccc(Cl)cc2)[nH]1 | 5 | -7 | -6 | -2 | 8 | -10 | 0.2 | -11 | 0
CCN(CC)C(=O)C1=C(C)Nc2nnnn2C1c1cccnc1 (stereo not given) | -3 | -8 | 1 | 2 | 0 | -28 | 0.1 | 10 | 1
O=C(Nc1ccc2c(c1)oc1ccc(S(=O)(=O)N3CCCC3)cc12)C1CC1 | 1 | -7 | -34 | 2 | 22 | -18 | 5.0 | -19 | 7
O=C(CCC(=O)N1CCN(c2ccccc2F)CC1)N1CCN(c2ccccc2)CC1 | 4 | -4 | 8 | 0 | 13 | -16 | 0.7 | -26 | 3
CCOc1ncccc1C(=O)Nc1ccc2c(c1)OCCCO2 | -17 | x | 9 | -1 | 13 | -11 | 0.0 | x | 2
CSc1ncc(S(=O)(=O)c2ccccc2)c(=O)[nH]1 | 4 | -1 | -12 | -3 | 15 | -13 | 0.1 | -13 | 0

The order is random; about 2.9% have a hit in one of these screens.
